Assay outcomes: PubChem, NMMLSC
AGP1 TOR yeast: alters AGP1-GFP fluorescence in TOR pathway yeast screen. GFP response vs DMSO, % at 10 µM. S. cerevisiae AGP1-GFP multiplex flow cytometry, 3 h; GFP as percent of DMSO wells. hit rate 0.02% among 320,000;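 active = GFP response relative to DMSO above a set limit, near screen average plus 3 SD, cut at about 150% in these data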;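 also: median GFP channel fluorescence of the gated AGP1 strain per well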
GRK2 aptamer HTS: human GRK2 inhibition via aptamer displacement; P25098; bead flow cytometry, FAM-aptamer displacement from GRK2; inhibition of aptamer binding, % at 10 µM; hit rate 0.59% among 330,000; AID 488847;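 active = inhibition of aptamer binding above 40%, roughly 3 SD of noise, on plates passing a quality check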;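 also: median bead fluorescence of bound FAM aptamer so fluorescent compounds give negative values; no value below 0 was filed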
Yeast superoxide: caloric restriction mimetics inhibiting age-related superoxide in yeast; hit rate 0.18% among 330,000; superoxide response (% of plate mean), % at 10 µM; S. cerevisiae aged cells, superoxide DHE fluorescence; active compounds read low;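 active = superoxide response under a set limit, about three screen SD below normal, cut at about 65% in these data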;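 also: yeast aged for seven days with compound at 30 °C before DHE staining; 100% = average MFI of all compound-treated wells on the plate with controls excluded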
VLA-4 inh: inhibition in a human VLA-4 binding assay; P13612; VLA-4 expressing cells, ligand binding flow cytometry; inhibition, % (about 7 µM as worked out from the volumes in the protocol); hit rate 0.2% among 330,000; AID 2557; in the data active = inhibition above about 50%
Target sequence (P13612 whole entry, looked up): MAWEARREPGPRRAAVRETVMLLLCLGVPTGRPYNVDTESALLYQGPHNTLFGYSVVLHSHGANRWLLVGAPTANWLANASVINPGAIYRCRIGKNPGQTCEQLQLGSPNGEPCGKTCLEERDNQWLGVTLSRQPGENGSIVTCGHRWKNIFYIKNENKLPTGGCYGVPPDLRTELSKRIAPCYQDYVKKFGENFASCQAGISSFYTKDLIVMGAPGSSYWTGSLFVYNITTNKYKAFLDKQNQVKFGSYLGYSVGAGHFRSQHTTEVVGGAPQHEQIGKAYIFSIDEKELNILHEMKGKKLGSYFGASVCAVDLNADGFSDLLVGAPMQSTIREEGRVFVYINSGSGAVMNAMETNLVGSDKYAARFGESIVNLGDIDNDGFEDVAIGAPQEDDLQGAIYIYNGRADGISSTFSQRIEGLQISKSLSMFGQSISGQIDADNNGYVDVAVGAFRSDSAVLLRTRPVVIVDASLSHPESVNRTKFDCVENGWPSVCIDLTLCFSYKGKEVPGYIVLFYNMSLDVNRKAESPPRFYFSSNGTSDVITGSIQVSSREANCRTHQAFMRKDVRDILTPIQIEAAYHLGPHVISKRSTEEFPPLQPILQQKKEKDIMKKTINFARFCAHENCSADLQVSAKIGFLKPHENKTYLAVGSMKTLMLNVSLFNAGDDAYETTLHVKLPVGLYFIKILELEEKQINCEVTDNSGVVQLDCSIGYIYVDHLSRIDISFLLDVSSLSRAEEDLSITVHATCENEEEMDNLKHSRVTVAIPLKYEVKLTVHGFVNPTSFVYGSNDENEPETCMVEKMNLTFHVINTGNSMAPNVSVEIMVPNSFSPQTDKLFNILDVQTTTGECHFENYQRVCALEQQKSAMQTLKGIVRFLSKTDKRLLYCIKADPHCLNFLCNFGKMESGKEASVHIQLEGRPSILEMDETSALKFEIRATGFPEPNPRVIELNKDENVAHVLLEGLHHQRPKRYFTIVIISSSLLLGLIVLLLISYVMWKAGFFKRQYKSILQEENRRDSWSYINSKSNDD
CIT2-GFP yeast: alters CIT2-GFP fluorescence in TOR pathway yeast screen; GFP response vs DMSO, % at 10 µM; hit rate 0.065% among 320,000; S. cerevisiae CIT2-GFP strain, flow cytometry, 3 h; 100 means same as DMSO wells;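 active = GFP response relative to DMSO above a set limit, near the screen mean plus 3 SD, cut at about 150% in these data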;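 also: ratio of well median GFP fluorescence to mean of DMSO wells on the plate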
RPL19A-GFP yeast: alters RPL19A-GFP fluorescence in TOR pathway yeast screen; S. cerevisiae RPL19A-GFP strain, flow cytometry, 3 h; active compounds read low; percent response vs DMSO, % at 10 µM; hit rate 0.3% among 330,000; AID 2025;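 active = percent response vs DMSO below 50%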;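 also: median channel GFP fluorescence of the barcoded RPL19A-GFP strain; ratio of sample median GFP to plate DMSO average so 100% = DMSO; lower means less RPL19A-GFP as with rapamycin TOR inhibition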
MEP2-GFP yeast: modulators of TOR pathway MEP2-GFP in S. cerevisiae. hit rate 0.51% among 330,000. GFP response vs DMSO, % at 10 µM. S. cerevisiae MEP2-GFP strain, flow cytometry GFP, 3 h; 100% = DMSO control level;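 active = GFP response versus DMSO above a set limit, roughly screen mean plus 3 SD, cut at about 180% in these data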;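 also: median GFP fluorescence of the barcode-gated MEP2-GFP cells per well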
LAP4-GFP MLPCN: modulators of TOR pathway LAP4-GFP in S. cerevisiae. S. cerevisiae LAP4-GFP multiplex, flow cytometry GFP, 3 h; median GFP as percent of DMSO wells. GFP response vs DMSO, % at 10 µM. hit rate 0.34% among 320,000;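 active = GFP response vs DMSO above a set limit, about the screen mean plus 3 SD, cut at about 150% in these data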
* marks the source's active call; other numbers are inactive results; x = not tested or not shown; [ ] = another dose, or the depositor's remark. An unsorted share of the library, and some 1.7% of all compounds hit somewhere here.

SMILES	AGP1 TOR yeast	GRK2 aptamer HTS	Yeast superoxide	VLA-4 inh	CIT2-GFP yeast	RPL19A-GFP yeast	MEP2-GFP yeast	LAP4-GFP MLPCN
COC(=O)[C@H]1C[C@@H]1[C@H](NC(=O)OCc1ccccc1)c1ccccc1	97	2	102	19	89	96	91	97
O=[N+]([O-])c1ccccc1Oc1ccccc1Cl	105	5	106	25	96	102	107	110
CN(C)C1=NCCN1CCc1cccc(F)c1	77	0	107	2	68	95	89	106
O=C1C(Cl)=C(N2CCCC2)C(=O)N1c1ccc(F)cc1	98	1	106	-2	94	102	106	102
Cc1cc(-c2ccccc2)nc(N/N=C/c2ccccc2)n1	88	1	106	1	100	92	97	96
Cc1noc(C)c1COc1ccc(CC(=O)NCCc2ccccn2)cc1	100	0	98	1	107	101	106	94
COc1ccc([N+](=O)[O-])cc1/C=N/NC(=O)c1nonc1N	96	0	95	-2	93	99	99	89
CC(C)(C)c1ccc(C(=O)NCC(=O)OCc2ccc([N+](=O)[O-])cc2)cc1	93	0	101	-187	95	102	98	89
CC(c1ccccc1)C(CC(=O)O)C(=O)NC1CCCCC1 (stereo not drawn)	101	0	100	14	97	98	106	106
O=C(O)c1cccc2c1C(=O)c1cc(Br)ccc1S2(=O)=O	102	0	93	0	97	103	94	104
CCOc1ccccc1NC(=O)C(=O)NCCC1=CCCCC1	109	1	97	14	108	101	103	102
CN(C)S(=O)(=O)c1cccc(NC(=O)CCCc2nc3ccccc3c(=O)[nH]2)c1	104	0	100	-5	97	100	96	97
Cc1ccc(C(=O)N2CCc3ccccc32)cc1[N+](=O)[O-]	91	0	100	-3	90	94	96	94
COc1ccc(OC)c(N/C(=N/C(=S)Nc2ccccc2)Nc2nc(C)cc(C)n2)c1	112	0	99	4	100	104	105	123
CCOC(=O)[C@@H]1[C@H]2COc3cc(OC)ccc3[C@H]2N2C(=O)N(c3cccc(Cl)c3)C(=O)[C@@]12C	76	4	90	-5	67	96	92	107
Cc1ccc(-c2nn(CC(N)=O)c(=O)c3ccccc23)cc1S(=O)(=O)N(C)C	114	0	75	12	x	114	104	112
O=C(O)C[C@H]1c2ccc(C(F)(F)F)cc2S(=O)(=O)N1Cc1ccccc1	95	5	104	16	95	100	98	96
Cc1ccc(C(=O)NCc2ccccn2)c(Cl)c1	104	1	102	10	106	98	105	96
Cc1cccc(NC(=O)CNC(=O)COC(=O)CCS(=O)(=O)c2ccccc2)c1C	100	7	97	-5	114	104	101	98
COCCn1c(Cc2cccn2C)nnc1SCC(=O)Nc1nccs1	105	0	94	8	102	103	100	91
CCOC(=O)N1CCC(N2Cc3cccc(C(=O)Nc4cc(F)ccc4F)c3C2=O)CC1	107	2	113	-14	100	107	105	105
O=C(CNC(=O)N1CC(=O)Nc2ccccc21)NCCc1ccc(Cl)cc1	111	0	81	-16	114	109	110	103
COc1ccc(-c2noc(CCCC(=O)N3CCOCC3)n2)cc1	53	1	112	0	81	95	105	100
CCSc1ccccc1C(=O)Nc1cccc(OC)c1	106	1	100	3	102	104	106	105
CC1CCN(c2oc(-c3ccc(F)cc3)nc2C#N)CC1	99	1	100	-1	100	98	99	102
CCCN1C(=O)/C(=C2/C=Cc3ccccc3N2CC)SC1=S	100	0	87	2	93	96	93	95
O=S(=O)(Nc1ccc2cn[nH]c2c1)c1ccccc1	99	0	101	2	97	95	104	103
COc1ccc(OC)c(NC(=O)Nc2c(O)ccc3ccccc23)c1	109	2	102	-3	105	96	100	113
Cc1ccc(OCC(=O)O)c(-n2nc3ccccc3n2)c1	95	0	107	5	88	99	98	98
O=[N+]([O-])c1cccc(C=Nc2cc3c(cc2Br)OCCO3)c1	97	0	89	20	103	97	98	92
COc1ccc(CNc2cccc3[nH]c(C(F)(F)F)nc23)cc1	100	2	121	-13	102	102	102	104
Nn1c(SCC(=O)Nc2ccc(F)cc2)nnc1C1CCCCC1	98	0	99	-1	103	100	103	102
O=C(O)COCC(=O)Nc1ccc2c(c1)CCC2	105	1	104	-4	103	101	105	104
CC(C)COC(=O)Nc1nnc(Cc2ccccc2)s1	98	0	96	3	81	94	93	109
CC(=O)c1cccc(OCc2cc(C(=O)NC(C)Cc3cccnc3)no2)c1 (stereo not drawn)	98	3	100	10	98	98	92	106
Cc1ccc2nc(C)c(C(=O)N/N=C/c3ccc(N4CCOCC4)cc3)cc2c1	105	0	95	9	96	103	100	98
COc1ccc(/C=C/C(=O)OCC(=O)NC(C)CCc2ccccc2)cc1OC (stereo not drawn)	111	0	82	4	100	99	109	114
Cc1ccc(NC(=O)c2nc[nH]c2C(=O)NCc2ccccc2)cc1	68	1	132	34	93	98	92	82
COc1cc(C(=O)NCCCn2ccnc2)cc(OC)c1OC	105	0	109	5	105	102	103	95
N#CC1(c2c(O)nc3n(c2=O)CCCS3)CCCCC1	97	19	109	0	98	99	101	107
Cc1cc(OC(C)C(=O)NCC2CCCO2)cc(C)c1Cl (stereo not drawn)	103[may fluoresce green]	0	90	-17	107[may fluoresce green]	104[may fluoresce green]	105[may fluoresce green]	102[may fluoresce green]
O=C1C(=O)N(CCCO)C(c2ccccc2)/C1=C(\O)c1ccc(Br)cc1 (stereo not drawn)	106	8	86	2	114	111	113	98
CC(NC(=O)C1(C)CC1(Br)Br)C(C)(C)C (stereo not drawn)	89	4	88	12	82	91	90	x
Brc1c(-c2ccccc2)nc2n1Cc1ccccc1-2	92	0	102	0	93	94	91	111
CC1CCCN(C(=O)C2c3ccccc3C(=O)N3CCc4ccccc4C23)C1 (stereo not drawn)	98	1	97	1	97	98	98	99
CCN(C(=O)CSc1nnc(SC(C)C)s1)C1CCS(=O)(=O)C1 (stereo not drawn)	97	1	88	8	94	97	95	94
O=C(O)c1cnn(-c2nc(-c3ccc(F)cc3)cs2)c1C(F)(F)F	98	0	101	17	94	94	98	103
CC(=O)C1=C(O)C(=O)N(CCO)C1c1ccccc1 (stereo not drawn)	108	0	98	3	110	111	106	104
Cn1c(=O)c2c(nc(N3CCCCCC3)n2CC(O)COc2ccc(Cl)cc2)n(C)c1=O (stereo not drawn)	95	7	100	-6	94	97	95	98
CN(C)C(/C=C/Nc1cccc(Br)c1)=C(C#N)C#N	103	1	101	1	105	98	100	101

Entries of single compounds, quoted from the list. Values in the order: AGP1 TOR yeast | GRK2 aptamer HTS | Yeast superoxide | VLA-4 inh | CIT2-GFP yeast | RPL19A-GFP yeast | MEP2-GFP yeast | LAP4-GFP MLPCN
Cc1cc(OC(C)C(=O)NCC2CCCO2)cc(C)c1Cl (stereo not drawn) as listed: 103[may fluoresce green] | 0 | 90 | -17 | 107[may fluoresce green] | 104[may fluoresce green] | 105[may fluoresce green] | 102[may fluoresce green]
CC(NC(=O)C1(C)CC1(Br)Br)C(C)(C)C (stereo not drawn) as listed: 89 | 4 | 88 | 12 | 82 | 91 | 90 | x

The list goes on.
SMILES	AGP1 TOR yeast	GRK2 aptamer HTS	Yeast superoxide	VLA-4 inh	CIT2-GFP yeast	RPL19A-GFP yeast	MEP2-GFP yeast	LAP4-GFP MLPCN
COc1ccc(CN2CCNC(=O)C2CC(=O)N2CCCCO2)c(OC)c1 (stereo not drawn)	98	0	114	-10	100	105	102	99
Nc1ncnc2c1nc(SCCO)n2Cc1ccccc1	86	2	87	6	98	94	73	105
N#Cc1ccc(C(=O)NNC(=O)c2ccncc2)cc1	101	0	102	7	102	100	109	99
COc1ccc(OC)c(-c2csc(NC(=O)c3ccc4c(c3)OCO4)n2)c1	95	0	85	5	98	96	102	98
CCc1c(C)nc2ncnn2c1Nc1ccccc1C	96	0	101	11	103	97	104	93
Cc1ccc(C2=NN(CC(=O)NCCN(CC(C)C)CC(C)C)C(=O)CC2)cc1	103	8	87	17	95	110	114	105
CCOC(=O)CC(=O)CSc1nc(N)c(C#N)c(-c2ccc(Cl)cc2)c1C#N	98	2	128	6	101	100	101	103
CN1CCN(c2nc3ccccc3nc2C(C#N)S(=O)(=O)c2ccccc2)CC1 (stereo not drawn)	95	6	115	0	93	92	94	97
O=C(Nc1ccc(Cl)c(Cl)c1)N1CCOCC1	96	0	103	-2	100	105	109	88
COc1ccccc1-n1nnnc1SCC(=O)N(C)C1CCS(=O)(=O)C1 (stereo not drawn)	95	0	131	3	90	94	96	96
CCN(Cc1ccccc1)c1ccc(N=Nc2nn(C)c(C)c2[N+](=O)[O-])cc1	109	4	100	-28	107	113	106	111
CCOC(=O)CN1C(=O)N[C@@H](c2ccc(Br)cc2)C(C(=O)OC)=C1C	90	2	103	-13	95	107	94	107
O=[N+]([O-])c1ccc(Nc2nc(Cl)nc(NCCO)n2)cc1	104	0	86	8	96	99	113	108
O=C(CN(CC1CCCO1)C(=O)CNS(=O)(=O)c1ccc(Cl)cc1)NCC1CCCO1 (stereo not drawn)	112	3	99	7	108	104	116	100
Cc1ccccc1-n1nnnc1SCc1ncc(-c2ccccc2)o1	98	1	109	-1	88	99	105	105
O=C1NC(=O)/C(=C\c2ccc(Oc3ccc([N+](=O)[O-])cn3)cc2)S1	94	8	87	6	91	104	103	107
CCOC(=O)Cc1csc(/N=C/c2c(O)n(-c3ccc(C)c(C)c3)c(=O)c3ccccc23)n1	107	3	103	-17	111	114	116	107
COc1ccc(C(=O)NC(=S)N(C)C2CCCCC2)cc1	89	11	118	4	91	107	100	79
COc1ccc(N2CCN(C(CNS(=O)(=O)c3ccc4c(c3)OCCO4)c3ccco3)CC2)cc1 (stereo not drawn)	101	0	90	10	104	101	107	97

Gathered by group: the entries above with an aryl methoxy group.
SMILES	AGP1 TOR yeast	GRK2 aptamer HTS	Yeast superoxide	VLA-4 inh	CIT2-GFP yeast	RPL19A-GFP yeast	MEP2-GFP yeast	LAP4-GFP MLPCN
COc1ccc([N+](=O)[O-])cc1/C=N/NC(=O)c1nonc1N	96	0	95	-2	93	99	99	89
COc1ccc(OC)c(N/C(=N/C(=S)Nc2ccccc2)Nc2nc(C)cc(C)n2)c1	112	0	99	4	100	104	105	123
CCOC(=O)[C@@H]1[C@H]2COc3cc(OC)ccc3[C@H]2N2C(=O)N(c3cccc(Cl)c3)C(=O)[C@@]12C	76	4	90	-5	67	96	92	107
COc1ccc(-c2noc(CCCC(=O)N3CCOCC3)n2)cc1	53	1	112	0	81	95	105	100
CCSc1ccccc1C(=O)Nc1cccc(OC)c1	106	1	100	3	102	104	106	105
COc1ccc(OC)c(NC(=O)Nc2c(O)ccc3ccccc23)c1	109	2	102	-3	105	96	100	113
COc1ccc(CNc2cccc3[nH]c(C(F)(F)F)nc23)cc1	100	2	121	-13	102	102	102	104
COc1ccc(/C=C/C(=O)OCC(=O)NC(C)CCc2ccccc2)cc1OC (stereo not drawn)	111	0	82	4	100	99	109	114
COc1cc(C(=O)NCCCn2ccnc2)cc(OC)c1OC	105	0	109	5	105	102	103	95
COc1ccc(CN2CCNC(=O)C2CC(=O)N2CCCCO2)c(OC)c1 (stereo not drawn)	98	0	114	-10	100	105	102	99
COc1ccc(OC)c(-c2csc(NC(=O)c3ccc4c(c3)OCO4)n2)c1	95	0	85	5	98	96	102	98
COc1ccccc1-n1nnnc1SCC(=O)N(C)C1CCS(=O)(=O)C1 (stereo not drawn)	95	0	131	3	90	94	96	96
COc1ccc(C(=O)NC(=S)N(C)C2CCCCC2)cc1	89	11	118	4	91	107	100	79
COc1ccc(N2CCN(C(CNS(=O)(=O)c3ccc4c(c3)OCCO4)c3ccco3)CC2)cc1 (stereo not drawn)	101	0	90	10	104	101	107	97
